# Source: PubChem (National Center for Advancing Translational Sciences (NCATS))
# EPAC1 antagonist: qHTS for Antagonist of cAMP-regulated guanine nucleotide exchange factor 3 (EPAC1): primary screen; AID 720709, 2013; hit rate 0.14% among 360,000; Potency, µM (highest dose often 115 µM), for the others: top-dose activity change, negative = inhibition, usual class: inhibitors; Rap guanine nucleotide exchange factor 3 (Homo sapiens), O95398; EPAC1 GEF assay, Rap1b-BODIPY-GDP exchange fluorescence;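 also: potency is read from the fitted curve at half-maximal effect; plate controls were vehicle for no effect and positive control for full effect; nearly all actives have a fitted effect of over 50% in size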
# Target sequence (O95398 whole entry, looked up): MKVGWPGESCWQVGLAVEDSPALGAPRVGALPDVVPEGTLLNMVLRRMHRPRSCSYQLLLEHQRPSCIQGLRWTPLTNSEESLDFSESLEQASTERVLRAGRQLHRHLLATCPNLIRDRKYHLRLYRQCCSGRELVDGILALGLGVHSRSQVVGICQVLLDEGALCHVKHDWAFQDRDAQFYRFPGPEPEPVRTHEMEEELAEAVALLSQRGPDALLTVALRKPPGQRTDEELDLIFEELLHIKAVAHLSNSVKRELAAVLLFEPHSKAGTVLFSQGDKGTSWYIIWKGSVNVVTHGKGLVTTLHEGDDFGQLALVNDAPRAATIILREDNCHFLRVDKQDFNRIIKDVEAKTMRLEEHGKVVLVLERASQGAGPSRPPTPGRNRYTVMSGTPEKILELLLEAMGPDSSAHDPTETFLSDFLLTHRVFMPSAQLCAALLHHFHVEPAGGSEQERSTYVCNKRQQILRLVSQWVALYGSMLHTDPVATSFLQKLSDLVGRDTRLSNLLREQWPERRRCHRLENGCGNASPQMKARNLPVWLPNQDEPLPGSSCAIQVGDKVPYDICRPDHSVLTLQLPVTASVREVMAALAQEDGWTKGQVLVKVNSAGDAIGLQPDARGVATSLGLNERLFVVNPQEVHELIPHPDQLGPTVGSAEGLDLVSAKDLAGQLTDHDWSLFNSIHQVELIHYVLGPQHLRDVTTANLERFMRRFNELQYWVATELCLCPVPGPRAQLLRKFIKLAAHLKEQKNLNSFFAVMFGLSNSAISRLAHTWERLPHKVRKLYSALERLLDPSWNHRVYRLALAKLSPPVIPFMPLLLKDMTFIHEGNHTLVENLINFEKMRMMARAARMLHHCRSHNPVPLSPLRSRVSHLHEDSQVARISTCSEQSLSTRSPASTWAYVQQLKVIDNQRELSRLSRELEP
# PLK1 PBD inh: qHTS for Inhibitors of PLK1-PDB (polo-like kinase 1 - polo-box domain): Primary Screen | Serine/threonine-protein kinase PLK1 (Homo sapiens), P53350 | Plk1 PBD binding of FITC phosphopeptide, fluorescence polarization | Potency, µM, for inactives: max response, negative = inhibition, hits mostly inhibitors | hit rate 2.8% among 360,000 | AID 720504, 2013; also: potency is read from the fitted curve at half-maximal effect; series mostly up to about 57 µM; % is scaled to controls: 0 for no effect and ±100 for the full control effect; nearly all actives have a fitted effect of over 65% in size
# CCT chaperon mod: High-Throughput Screening for Modulators of Cytosolic Chaperonin Activity | activity change, % (no concentration beside the values), hits read low | hit rate 0.3% among 360,000 | AID 651819, 2012 | purified chaperonin ATPase assay, HTRF ADP detection, 30 min; in the data active = activity change below about -30%; also: % is scaled to controls: 0 for no effect and ±100 for the full control effect
#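 TRiC at 40 or 20 nM final (batch-dependent) in 30 mM Tris pH 7.4, 100 mM KCl, 5 mM MgCl2, 1 mM DTT, with compound at single 76 uM and 10 uM ATP, 30 min at 37 deg C. ADP detected by HTRF Transcreener, 665/615 ratio.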
# EPAC1 ag: qHTS for Agonist of cAMP-regulated guanine nucleotide exchange factor 3 (EPAC1): primary screen. EPAC1 agonist qHTS, biochemical assay; response scale: 100% = response to 6.5 mM cAMP. Potency, µM (series often up to 154 µM), inactives show at the top dose activation, actives largely listed as activators. hit rate 0.073% among 360,000. AID 720707, 2013; also: potency is read from the fitted curve at half-maximal effect; nearly all actives have a fitted effect of over 60% in size
#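 EPAC1 100 nM, Rap1B–BODIPY-GDP 250 nM, unlabeled GDP 50 uM; compound titration; 5 min RT; kinetic read ex480/em540 at 5-min intervals ×30 min; data normalized to 6.5 mM cAMP agonist control.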
# PI5P4Ka inh: qHTS for Inhibitors of phosphatidylinositol 5-phosphate 4-kinase (PI5P4K); Phosphatidylinositol 5-phosphate 4-kinase type-2 alpha (Homo sapiens), P48426; PI5P4Kalpha enzyme, ADP-Glo luminescence, 60 min; active compounds read low; max response, %; hit rate 1.2% among 330,000; active = max response of -50% or lower; inconclusive = between -30% and -50%; inactive = -30% or higher; also: value at the top dose of about 77 µM; % is scaled to controls: 0 for no effect and ±100 for the full control effect
#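 ADP-Glo luminescence end-point read after a 60 min room-temperature kinase reaction of PI5P4Kalpha plus substrate, initiated with ATP at 5 microM final. Buffer: 0.038 M HEPES pH 7.4, EGTA, 0.1% CHAPS, 5% DMSO.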
# EPAC2 agonist: qHTS for Agonist of cAMP-regulated guanine nucleotide exchange factor 4 (EPAC2): primary screen; hit rate 0.079% among 360,000; Potency, µM (top dose mostly 154 µM), without a hit: at the highest dose activation, hits mostly activators; EPAC2 activation, biochemical qHTS; response scale: 100% = 6.5 mM cAMP response; Rap guanine nucleotide exchange factor 4 (Homo sapiens), Q8WZA2; also: potency is read from the fitted curve at half-maximal effect; nearly all actives have a fitted effect of over 50% in size
#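 EPAC2 (100 nM) mixed with Rap1B loaded with BODIPY-GDP (250 nM) plus 50 uM unlabeled GDP; compounds pinned in, 5 min RT, then read every 5 min for 30 min (ex 480, em 540 nm). Normalized to cAMP control.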
# IL-2 act: qHTS of IL-2 Activators; hit rate 0.065% among 360,000; AID 652025, 2013; activation, % (series mostly up to about 46 µM); IL-2 activation reporter assay, cell-based qHTS; stimulated with anti-CD3/CD4/CD28 beads; in transgenic mouse T cells; in the data active = activation above about 50%; inconclusive = mostly about 30% to 49%; also: 0% is about no effect
#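 Unstimulated transgenic mouse T cells, 750 per well, received compound and, after 60 minutes, anti-CD3/anti-CD4 bead plus anti-CD28 stimulation. EGFP and DsRed were quantified after 18 hours.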
# WRN inhibitor: qHTS for Inhibitors of WRN Helicase. Potency, µM (highest dose often 114 µM), without a hit: top-dose activity change, negative = inhibition, hits mostly inhibitors. hit rate 0.46% among 360,000. WRN helicase unwinding, fluorescent forked duplex, kinetic. Bifunctional 3'-5' exonuclease/ATP-dependent helicase WRN (Homo sapiens), Q14191. AID 651768, 2012; also: potency is read from the fitted curve at half-maximal effect; % is scaled to controls: 0 for no effect and ±100 for the full control effect; nearly all actives have a fitted effect of over 55% in size
#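 Primary qHTS, 1536-well format. 20 nM WRN + compound, 15 min RT; start with 100 nM forked fluorophore/quencher duplex, 2 mM ATP (final); kinetic read ex 525/em 598 nm.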
# * marks the source's active call; other numbers are inactive results; ? = inconclusive; · = not tested or not shown; [ ] = dose if it differs, or a comment. Unless noted, calls follow the shape of the dose curve; as a rule, active = well fitted curve in the direction sought with a large enough effect; inconclusive = small, poorly fitted or top-dose-only effect, or another doubt; inactive = no such curve, though single readings can be large; an effect the other way counts as inactive or inconclusive. These rows are one share of the data; count on the stated rates, not on these rows.
# Results follow in this order: EPAC1 antagonist, PLK1 PBD inh, CCT chaperon mod, EPAC1 ag, PI5P4Ka inh, EPAC2 agonist, IL-2 act, WRN inhibitor
CCOC(=O)C1(C(=O)OCC)CC1c1ccccc1 (stereo not drawn)
  -12%, -4%, -0.5, 5%, -3, 13%, 1.7, 4%
Cc1ccc(NC(=O)COC(=O)CCNS(=O)(=O)c2ccc(C)c(C)c2)cc1
  -8%, -2%, -1.2, 3%, -1, -11%, -2.8, -7%
Cc1cccc(NC(=O)c2cc(NC(=O)C3CC=CCC3C(=O)O)ccc2N2CCOCC2)c1 (stereo not drawn)
  -1%, -11%, -1.3, 3%, ·, -1%, 2.3, 10%
NC(=O)c1ncc(C(F)(F)F)cc1Cl
  5%, -13%, -1.4, 0%, -3, 13%, 3.3, 3%
COc1ccc(N2C(=O)CC(SCc3ccc(Cl)cc3)C2=O)cc1 (stereo not drawn)
  -15%, -6%, -0.1, 14%, 9, 26%, -0.4, -6%
COc1ccc(CNC(=O)N2CCN(C(=O)c3ccccc3)CC2)cc1
  10%, -9%, -1.0, 5%, 4, 10%, 0.4, -9%
Cc1c(N/C(=N/S(=O)(=O)c2ccccc2)c2ccc(Cl)cc2)c(=O)n(-c2ccccc2)n1C
  5%, -4%, 0.0, 10%, -3, 4%, 1.7, -3%
Cc1ccc(C)c(NC(=O)C2CCCN2C(=O)NC2CCCCC2)c1 (stereo not drawn)
  13%, 0%, -0.6, -14%, 2, -1%, -2.1, 13%
CCCCCCNc1ccc(C(=O)OCC)cc1
  -21%, 4%, 0.5, -18%, -6, -9%, -0.4, -2%
CC(NC(=O)COC(=O)c1cc(Cl)nc(Cl)c1)c1ccccc1 (stereo not drawn)
  4%, -11%, -0.2, -10%, 3, 11%, -1.1, 15%
CC(C)N(C)C(=O)C(=O)c1cccn1-c1cccc(Cl)c1C#N
  3%, -21%, -1.4, 6%, 2, 5%, 2.2, 6%
CCn1c(=O)cc(OCC(=O)NCCCN2CCN(c3cccc(Cl)c3)CC2)c2ccccc21
  14%, 0%, -1.5, -6%, 1, -3%, -2.4, -2%
Cc1ccc(NC(=O)CN(c2ccc(C)cc2)S(=O)(=O)c2cccc3nonc23)cc1
  -12%, 3%, -19, 7%, 3, 7%, 0.2, -10%
CCOc1ccc(N2CC(NS(=O)(=O)c3cccs3)CC2=O)cc1 (stereo not drawn)
  4%, -8%, -0.9, 7%, 5, -3%, 0.5, -2%
O=C(Nc1ccc(S(=O)(=O)N2CCCCC2)cc1)C1CCN(C(=O)c2ccco2)CC1
  -10%, -2%, -2.4, -3%, 2, 1%, -0.5, -7%[57.1 µM]
Cc1sc2c(c1C)CN(Cc1ccncc1)CN2C(=O)c1ccco1
  -1%, -3%, 2.4, 10%, ·, -4%, 2.2, -12%
COc1ccc(OC)c(NC(=O)Cn2cccc2)c1
  -2%, -8%, -0.7, 9%, ·, 6%, -1.3, -3%
CC(=O)N1CCOc2cc(S(=O)(=O)NCc3ccc(F)cc3)c(C)cc21
  0%, 1%, -4.0, 7%, -8, 9%, -3.3, 11%
CCOC(=O)N1CCC(NCCNC(=O)c2ccc(F)c(F)c2)CC1
  10%, 2%, -1.0, -1%, 2, 3%, -0.5, 0%
CC(Oc1ccccc1)C(=O)N/N=C/c1ccccn1 (stereo not drawn)
  -1%, -19%, -3.8, 4%, 3, 12%, -2.6, -4%
O=C(Nc1c(Br)cc2c(c1Br)Cc1cc([N+](=O)[O-])ccc1-2)C(Cl)Cl
  0%, 4%, -6.4, -6%, -1, 1%, -0.9, 3%
Fc1ccccc1/C=N/Nc1nc2ccccc2o1
  -7%, 1%, -1.7, -3%, 3, 4%, 2.6, -8%
COc1cccc(/C=C2\SC(=S)N(CCCC(=O)N3CCCC3)C2=O)c1
  -17%, -9%, -0.5, 0%, 3, 19%, -3.7, -6%
CC(C)Cc1ccc(CN2C(C)C(=O)N(Cc3cn(Cc4ccco4)nn3)CCS2(=O)=O)cc1 (stereo not drawn)
  ?, ?, 0.2, -30%, -64*, -13%, 0.8, -18%
COc1ccc(N2CCN(C(=O)COC(=O)c3cccc(S(=O)(=O)Nc4cccc(C)c4)c3)CC2)cc1
  -13%, -9%, 1.3, 11%, 5, 7%, -1.8, -15%
CN[C@H]1C[C@@H](c2ccccc2)N(C(C)=O)C[C@H]1CO
  -16%, -7%, -0.4, -12%, -4, 5%, 0.8, 4%
C=CCNC(=S)N1CCN(S(=O)(=O)c2ccc(C)cc2)CC1
  -7%, -19%, -0.4, -6%, -1, 4%, 0.4, -9%
CCc1nc(SCC(=O)NNC(=O)c2ccc(C)cc2)c2ccccc2n1
  -9%, -4%, -5.3, -2%, -11, -2%, -0.1, 11%
COc1ccc(OC)c(NC(=S)NN2CCN(C)CC2)c1
  -2%, -13%, -0.7, 2%, 1, -16%, -2.3, 4%
Cc1ccc(S(=O)(=O)N2CCC(C(=O)C3C(=O)CC(C)(C)CC3=O)CC2)cc1
  -12%, -12%, 1.1, 5%, -1, 4%, 0.1, -9%
O=C(NCCN1CCCC1)c1ccc(Br)cc1
  4%, -5%, -1.8, -5%, -6, 5%, 1.0, -18%
CC1CCN(C(=O)c2cc(S(=O)(=O)N3CCCCC3)c[nH]2)CC1
  0%, -2%, -3.1, -4%, -1, 5%, -1.5, 4%
O=C(CN1CCCC1)NCC(=O)Nc1ccc(F)cc1
  -3%, 7%, 3.7, 0%, -1, 4%, -4.0, 8%[57.1 µM]
C=CCn1c(SCC(=O)NC2CCCCC2)nnc1-c1sc(N)nc1C
  1%, 1%, 3.1, -4%, 2, 4%, 0.4, -15%
O=S(=O)(c1ccc(F)c(F)c1)N1CCN(c2ncccn2)CC1
  3%, -4%, -1.5, 6%, 0, 10%, 3.0, -32%
O=S(=O)(Nc1ncccn1)c1ccc(NS(=O)(=O)c2cccc(Cl)c2Cl)cc1
  -18%, -4%, 0.7, -2%, 4, 10%, 0.1, -2%
Cc1ccc(CN2C(=O)CCC2C(=O)NCCCN2CCOCC2)cc1 (stereo not drawn)
  7%, -11%, -6.7, 13%, 0, -14%, -0.1, 6%
NC(=O)CC1NC(=O)c2cc([N+](=O)[O-])cc(I)c2OCCC(C(N)=O)NC(=O)[C@@H]2CCCN2C1=O (stereo partly drawn)
  -14%, -6%, 1.7, 7%, 0, 7%, -0.3, -6%
CC(C)NC(=O)COc1ccc(S(=O)(=O)N(C)Cc2ccccc2)cc1
  -5%, 3%, -0.7, 6%, 3, 5%, -1.5, -3%
CCOC(=O)CSC1=C(C#N)C(c2ccc(F)cc2)C(C(C)=O)=C(C)N1 (stereo not drawn)
  -11%, -11%, -6.2, 18%, ·, 17%, 2.7, -15%
CCOC(=O)N1CCN(C(=O)c2cc3n(n2)C(C(F)(F)F)CC(c2ccc4c(c2)OCO4)N3)CC1 (stereo not drawn)
  -6%, -1%, -1.7, -5%, -1, -11%, -0.4, -12%
C=CCOc1ccccc1CN1CCC(Oc2ccc(C(=O)N3CCCC3)cc2)CC1
  -13%, -5%, -2.6, 12%, -5, 7%, -3.3, 2%[57.1 µM]
CCOc1ccc(NS(=O)(=O)c2cccs2)cc1S(=O)(=O)N1CCCC1
  -12%, -6%, 0.2, -5%, 3, 4%, -1.4, -4%
CCCn1c(C)nnc1SCC(=O)NC1CCCCC1
  -16%, -2%, 0.7, 8%, 0, 3%, 0.5, 4%
COc1ccccc1-c1nnc2sc(COc3ccc(Cl)cc3)nn12
  -15%, -17%, 0.1, 12%, 0, 14%, -0.4, -6%
CCN(CC)c1ccc([C@H]2[C@@H]3CCCC[C@]3(O)CCN2CC(=O)NCc2ccco2)cc1
  14%, -3%, 0.4, 9%, 1, 3%, -0.9, -11%
CN1CCC(N(C)C(=O)COc2ccc(S(=O)(=O)N3CCOCC3)cc2)CC1
  10%, 0%, -1.4, -1%, 4, 2%, 0.6, 1%
Nc1nonc1-c1nc2ccccc2[nH]1
  -2%, -2%, -0.3, 4%, -1, -11%, -2.8, 0%
CC(=O)Nc1ccc(S(=O)(=O)Nc2nnc(C(C)C)s2)cc1
  8%, ?, -1.9, 12%, -1, 9%, -0.4, 4%
O=C(NC1CCCC1)C(c1cccnc1)N(Cc1ccccc1)C(=O)c1csnn1 (stereo not drawn)
  -18%, 4%, -2.0, -4%, -2, 6%, 0.2, -2%[57.1 µM]

# Next part.
# Results follow in this order: EPAC1 antagonist, PLK1 PBD inh, CCT chaperon mod, EPAC1 ag, PI5P4Ka inh, EPAC2 agonist, IL-2 act, WRN inhibitor
CCn1c(C(=O)O)c(CC(=O)NC2CCCCCC2)c2ccccc21
  0%, 4%, -1.2, 9%, -1, -7%, -4.5, 4%
O=C(Cn1cc2c(n1)CCCC2)NCC1CCCO1 (stereo not drawn)
  8%, 5%, -2.5, 6%, -3, 3%, -3.7, 5%
COC(=O)c1c(C)cc(O)c(C=O)c1O
  18%, -3%, 1.9, -29%, -9, -4%, 0.6, 5%
Cc1ccc(OCC(=O)N2CCC3(CC2)CC(=O)c2ccccc2O3)cc1
  -1%, 3%, -5.1, -2%, -2, 5%, 0.0, 10%
O=C(NCCCO)c1ccc2nc(-c3ccco3)c(-c3ccco3)nc2c1
  -24%, 30µM*, -0.4, 6%, -25, 5%, -0.2, ?
CN(CC(=O)Nc1cccc(F)c1)C(=O)c1ccc(COc2ccccc2)cc1
  ?, -8%, -2.0, -14%, 4, 7%, -0.9, 1%[11.6 µM]
Cc1ccc(NC(=O)c2ccccc2OCc2ccc([N+](=O)[O-])cc2)nc1
  -6%, -21%, 3.0, -4%, -5, 4%, -0.3, -15%
CN(Cc1cnccn1)C(=O)CC1C(=O)NCCN1Cc1cccc(Oc2ccccc2)c1 (stereo not drawn)
  9%, -16%, -1.7, -2%, 1, 12%, -0.7, 3%
C/C(=N\NC(=O)c1nnn(-c2nonc2N)c1CSc1ccc(C)cc1)c1cccs1
  1%, -11%, -2.7, 0%, -2, 8%, -3.0, 10%
